LmPK inh – inhibitors of Leishmania mexicana pyruvate kinase. hit rate 0.37% among 290,000. AID 1721. Q27686. purified LmPK, Kinase-Glo ATP luminescence, 1 h. Potency, µM (series often up to 57.5 µM), inactives show top-dose activity change, negative = inhibition, actives largely listed as inhibitors
Target sequence (Q27686 whole entry, looked up): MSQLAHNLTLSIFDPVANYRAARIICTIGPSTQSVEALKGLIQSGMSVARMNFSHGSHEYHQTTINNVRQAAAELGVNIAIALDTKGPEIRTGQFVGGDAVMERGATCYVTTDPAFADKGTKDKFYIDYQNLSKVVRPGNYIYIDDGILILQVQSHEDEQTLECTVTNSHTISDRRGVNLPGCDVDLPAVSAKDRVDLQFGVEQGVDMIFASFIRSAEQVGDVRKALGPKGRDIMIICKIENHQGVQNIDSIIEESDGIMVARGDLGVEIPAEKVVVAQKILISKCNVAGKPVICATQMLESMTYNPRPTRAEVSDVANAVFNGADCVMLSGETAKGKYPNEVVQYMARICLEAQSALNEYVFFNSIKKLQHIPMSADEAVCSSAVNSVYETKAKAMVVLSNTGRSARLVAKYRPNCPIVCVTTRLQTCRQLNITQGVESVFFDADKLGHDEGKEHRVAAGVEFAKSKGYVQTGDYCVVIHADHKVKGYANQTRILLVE
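Pyruvate kinase activity monitored as ATP production (luciferase luminescence). Conditions: 0.1 nM enzyme, 0.5 mM PEP, 0.1 mM ADP, 1 h, RT; normalized against uninhibited and no-enzyme wells.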
TbPYK inhibitor – inhibitors of Trypanosoma brucei pyruvate kinase; Q57TT1; TbPYK enzyme, Kinase-Glo Plus ATP luminescence, 45 min; Potency, µM (series often up to 76.8 µM), without a hit: at the highest dose activity, negative = inhibition, hits mostly inhibitors; hit rate 0.12% among 410,000; further: nearly all actives have a fitted effect of over 50% in size
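Activity of T. brucei pyruvate kinase was followed by Kinase-Glo Plus luminescence after the enzyme reacted 45 min at room temperature with 130 uM ADP (final) and substrate. Test compounds were added before ADP at multiple concentrations.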
HCV inhibitor – blocks hepatitis C virus | AID 651820 | Huh7.5.1 HCVcc-Cre infection, luciferase reporter, 44 h | Potency, µM (highest dose often 41.8 µM), without a hit: top-dose activity change, negative = inhibition, hits mostly inhibitors | hit rate 3.4% among 340,000
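Compounds are dispensed onto cells plated 4 h earlier at 1,000 per well, with HCVcc-Cre virus (about 0.5 moi) added next. Following 44 h of culture, luminescent signal is measured for 15 sec after 15 min with substrate at room temperature.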
Pf growth 48h – P. falciparum growth inhibition at 48 hours (one generation); Potency, µM (titrated, usually from 28.7 µM), for inactives: at the highest dose activity change, negative = inhibition, most hits filed as inhibitors; P. falciparum luciferase growth in erythrocytes, 48 h; AID 504832; hit rate 5.9% among 310,000
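In quantitative HTS format, infected erythrocytes bearing luciferase-reporter parasites were treated for a single generation at 37 C. Luminescence after adding detection reagent served as the growth measure.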
Pf growth 96h – P. falciparum growth inhibition at 96 hour, primary screen for plastid delayed-death inhibitors; Potency, µM (highest dose often 28.7 µM), without a hit: at the highest dose activity change, negative = inhibition, most hits filed as inhibitors; AID 504834; hit rate 6.9% among 320,000; P. falciparum luciferase reporter growth, 96 h
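Plates of compound plus infected erythrocytes (2% hematocrit, 0.05% parasitemia final) incubate 96 hours, 37 C, 5% CO2. Detection reagent added; reduced luminescence from the parasites' luciferase reporter flags inhibition.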
Sm TGR block – inhibitors of Schistosoma mansoni thioredoxin glutathione reductase. Q962Y6. AID 485364. Potency, µM (doses to about 114 µM), inactives show top-dose activity change, negative = inhibition, most hits filed as inhibitors. hit rate 3% among 360,000. purified TGR, DTNB reduction, TNB absorbance 405 nm; further: nearly all actives have a fitted effect of over 60% in size
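First, TGR (20 nM dispensed) and NADPH were mixed with compound. Second, a 15 min room-temperature incubation followed. Third, further NADPH and then DTNB were added to start the reaction. Finally, TNB absorbance was monitored kinetically.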
* marks the source's active call; other numbers are inactive results; ? = inconclusive; . = not tested or not shown; & = joins results of further samples; [ ] = another dose, or the depositor's remark. The call rests on the fitted dose curve; in most records, active means well fitted curve in the direction sought with a large enough effect; inconclusive means small, poorly fitted or top-dose-only effect, or another doubt; inactive means no such curve, though single readings can be large; an effect the other way counts as inactive or inconclusive. On the % scale 0 is the no-effect control and ±100 the full control effect; potency means the concentration at half of the fitted maximal effect.

1. CCCC(C)NC(=O)COC(=O)c1ccc2c(c1)C(=O)N(Cc1ccco1)C2=O (configuration not stated)
2. CCC(C)(C)n1nnnc1C(c1cccnc1)N1CCCc2ccccc21 (configuration not stated)
3. COc1ccc(CC(=O)NC(CC(=O)O)c2ccc(OC)cc2)cc1 (configuration not stated)
4. COc1ccc(/C=C/C(O)=C2/C(=O)N(C)C3(C)CC2c2ccccc2O3)cc1 (configuration not stated)
5. CCn1cc(S(=O)(=O)NCc2ccc3c(c2)OCO3)cn1
6. Cc1ccc(-n2nc(C)c(NS(=O)(=O)c3ccccc3)c2C)cc1C
assay / entry,1,2,3,4,5,6
LmPK inh,-7%,7%,3%,2%,-9%,5%
TbPYK inhibitor,-6%,4%,-6%,-18%,1%,-4%
HCV inhibitor,2%,13%,12%,-17%,16%,-6%
Pf growth 48h,16%,?,-17%,13µM*,22%,0%
Pf growth 96h,28%,-4%,0%,0%,12µM*,.
Sm TGR block,3%,4%,14%,5%,?,-3%

7. CC(=O)c1ccc(N2CCN(C(=O)C3CCCN(S(=O)(=O)c4cnc[nH]4)C3)CC2)cc1 (configuration not stated)
8. CCOC(=O)C1=C(Nc2ccccc2)CC(C)(O)C(C(=O)OCC)C1c1ccc(Br)cc1 (configuration not stated)
9. COCCNC(=O)C(c1ccc(F)cc1)N(C(=O)CCC(=O)Nc1ccccn1)c1ccc(C)cc1 (configuration not stated)
10. Cc1ccc(Nc2nc(N)c([N+](=O)[O-])c(NCCO)n2)cc1C
11. O=C(CN1CCN(c2ccc(F)cc2)CC1)Nc1nccs1
12. O=C(O)C1CSC(c2ccco2)N1 (configuration not stated)
assay / entry,7,8,9,10,11,12
LmPK inh,-5%,0%,2%,-3%,-10%,22%
TbPYK inhibitor,2%,3%,-6%,3%,5%,-6%
HCV inhibitor,-5%,?,6%,?,-6%,9%
Pf growth 48h,?,15µM*,-8%,10%,1%[0.00184 µM],5%
Pf growth 96h,5.9µM*,?,1.3µM*,-23%,2%,28%
Sm TGR block,6%,-8%,4%,2%,10%,?

Among those listed so far, two have fluorine:
9. COCCNC(=O)C(c1ccc(F)cc1)N(C(=O)CCC(=O)Nc1ccccn1)c1ccc(C)cc1 (configuration not stated)
11. O=C(CN1CCN(c2ccc(F)cc2)CC1)Nc1nccs1
assay / entry,9,11
LmPK inh,2%,-10%
TbPYK inhibitor,-6%,5%
HCV inhibitor,6%,-6%
Pf growth 48h,-8%,1%[0.00184 µM]
Pf growth 96h,1.3µM*,2%
Sm TGR block,4%,10%

Next section
13. CC1(C)C2CCC1(CS(=O)(=O)Nc1ccc(S(=O)(=O)NC3CCCCC3)cc1)C(=O)C2 (configuration not stated)
14. COc1cccc(CNn2c(-c3cccc(C)c3)nc3ccccc3c2=O)c1
15. O=S(=O)(Cc1ccc(Cl)cc1)c1ccccc1-c1nnc(-c2ccc(Cl)cc2)o1
16. COc1cc(OC)c(NC(=O)CN(C)S(=O)(=O)c2ccc3[nH]c(=O)oc3c2)cc1Cl
17. CC(C)C(Nc1ccc(C(F)(F)F)cc1[N+](=O)[O-])C(=O)O (configuration not stated)
18. CCN1C(=O)/C(=C/c2nc3ccccc3c(=O)n2-c2ccccc2)c2ccccc21
assay / entry,13,14,15,16,17,18
LmPK inh,1%,5%,7%,-16%,6%,-1%
TbPYK inhibitor,4%,1%,2%,-3%,-2%,5%
HCV inhibitor,-18%,?,6%,23%,19%,-9%
Pf growth 48h,3%,.,-2%,11%,7%,?
Pf growth 96h,-8%,9.3µM*,43%[activator],?,18%,49%[activator]
Sm TGR block,0%,-11%,10%,0%,-1%,4%

19. COCCN(C(=O)COC(=O)C1CC1C)c1c(N)n(Cc2ccccc2)c(=O)[nH]c1=O (configuration not stated)
20. CN1C(=O)N(C)C(c2cccc([N+](=O)[O-])c2)C2=C1CCCC2=O (configuration not stated)
21. CC(=O)C1CCCN(C(=O)c2ccc3nc(Cc4cccc(Cl)c4)oc3c2)C1 (configuration not stated)
22. O=C(C1CCCN(S(=O)(=O)c2cnc[nH]2)C1)N1CC(=O)N(CCc2ccccc2)C(=O)C1 (configuration not stated)
23. CC(C)CN(C(=O)CN1C(=O)C2CCCCC2C1=O)c1c(N)n(Cc2ccccc2)c(=O)[nH]c1=O (configuration not stated)
24. CC(CCc1ccccc1)NC(=O)COC(=O)c1cccn1C (configuration not stated)
assay / entry,19,20,21,22,23,24
LmPK inh,.,3%,-4%,1%,-3%,.
TbPYK inhibitor,1%,0%,7%,-4%,0%,3%
HCV inhibitor,16%,21%,.,9%,24%,-4%
Pf growth 48h,?,3%,?,14%,-7%,?
Pf growth 96h,14%,9%,-16%,?,?,?
Sm TGR block,-3%,3%,-20%,1%,?,-22%

25. O=C(N/C(=C/c1cccs1)C(=O)N1CCOCC1)c1ccccc1
26. O=C(CN1C(=O)CSc2cc(S(=O)(=O)N3CCCCCC3)ccc21)NCCc1ccccc1
27. O=C1NC(=S)SC1=C1CCCCCC1
28. CCOC(=O)C(CC)n1cnc2c(nnn2-c2ccccc2)c1=O (configuration not stated)
29. COc1ccc(S(=O)(=O)N2CCN(Cc3c[nH]c4ccccc34)CC2)cc1
30. COc1cc(/C=C/C(=O)OCC(=O)NC(=O)NC2CCCCC2)ccc1OC(F)F
assay / entry,25,26,27,28,29,30
LmPK inh,4%,1%,10%,-3%,0%,-1%
TbPYK inhibitor,7%,-1%,-9%,4%,-20%,-1%
HCV inhibitor,12%,?,23%,11%,8%,-7%
Pf growth 48h,10%,?,-11%,0%,9%,-3%
Pf growth 96h,0%,?,-17%,10%,32%,7%
Sm TGR block,-2%,-2%,3%,-3%,3%,-27%

31. Cc1ccc(NC(=O)c2ccc(C)c(S(=O)(=O)N3CCOCC3)c2)nc1
32. COc1ccc(OC)c(NC(=O)CN2C(=O)C(C)N(c3ccc(C)cc3)C2=O)c1 (configuration not stated)
33. CCn1c(CN2CCCCCC2=O)nnc1SCc1cnc(-c2ccccc2)s1
34. O=C(CSc1nnc(CNC(=O)c2c(F)cccc2Cl)o1)NCCc1ccccc1
35. CCn1c(SCC(=O)Nc2ccccc2C(=O)OC)nnc1-c1ccc(N)cc1
36. Cc1cccc(C)c1N1CCN(S(=O)(=O)N(C)C)CC1
assay / entry,31,32,33,34,35,36
LmPK inh,.,.,5%,-10%,-1%,1%
TbPYK inhibitor,6%,1%,-1%,-2%,-24%,-3%
HCV inhibitor,31%[activator],?,-11%,-7%,-12%,12%
Pf growth 48h,?,-17%,?,7%,?,?
Pf growth 96h,2%,?,-14%[5.75 µM],-20%,?,?
Sm TGR block,0%,0%,5%,0%,9%,.

37. COC(=O)C1=C(C)NC(=S)N(C(C)=O)C1c1ccccc1 (configuration not stated)
38. COC(=O)CN(c1nc(C)cc(OC)n1)S(=O)(=O)c1ccccc1
39. Cc1ccc(NC2CCCN(C(=O)CCn3nccc3C)C2)cc1C (configuration not stated)
40. CC1Oc2ccccc2N(CC(=O)NCc2ccccc2)C1=O (configuration not stated)
41. C=CC(N)CCC(=O)O (configuration not stated)
42. CCN1C(=O)[C@@H]2[C@H](C1=O)[C@@H]1C(=O)Nc3ccccc3C(=O)N1[C@@H]2c1ccc(Br)cc1
assay / entry,37,38,39,40,41,42
LmPK inh,3%,-5%,-11%,-28%,.,.
TbPYK inhibitor,-6%,-8%,34%,-2%,-13%,2%
HCV inhibitor,-7%,?,7%,21%,.,9%
Pf growth 48h,16%,-12%,-22%,185%[activator],0%,?
Pf growth 96h,-28%,0%,13%,?,21%,?
Sm TGR block,0%,11%,-29%,-1%,.,-9%

43. CCCOc1ccc(S(=O)(=O)Nc2ccccn2)c2ccccc12
44. CCC1(CC)NC(=O)N(CC(=O)OCC(=O)NC(=O)c2ccccc2OC)C1=O
45. CC(/C=C/c1cccc([N+](=O)[O-])c1)=N/NC(=O)c1cccnc1
46. CCOC(=O)Cn1nc(C)c(NC(=O)COc2ccc(C)c(C)c2)c1C
47. CC(NC(=O)c1ccc(F)cc1)C1CC2CCC1C2 (configuration not stated)
48. CCOC(=O)c1c2n(c3c(NCc4ccccc4)ncnc13)CCCC2
assay / entry,43,44,45,46,47,48
LmPK inh,9%,.,2%,2%,-5%,4%
TbPYK inhibitor,0%,2%,-8%,-15%&-3%,3%,5%
HCV inhibitor,15%,0%,13%,0%,2%,5µM*
Pf growth 48h,23%,-4%,-4%,3%,-14%,?
Pf growth 96h,24%,9%,?,24%,0%,-11%
Sm TGR block,4%,1%,0%,31%&9%,6%,6%

49. O=C1N/C(=N/O)S/C1=C/c1cccnc1
50. O=C(CSc1nnc(COc2ccc3c(c2)CCCC3)o1)Nc1ccc(F)cc1
51. NS(=O)(=O)c1ccc(CCNC(=O)C(=O)NCC2OCCN2S(=O)(=O)c2cc(F)ccc2F)cc1 (configuration not stated)
52. O=C(O)CC(c1ccc(C(F)(F)F)cc1)N1Cc2ccccc2C1=O (configuration not stated)
53. Cc1ccc(C)c(S(=O)(=O)NC(Cc2c[nH]c3ccccc23)C(=O)O)c1 (configuration not stated)
54. O=C(O)COc1ccccc1/C=N/NC(=O)CNC(=O)c1ccc(F)cc1
assay / entry,49,50,51,52,53,54
LmPK inh,-3%,2%,-4%,0%,1%,-1%
TbPYK inhibitor,3%,7%,-4%,11%,-2%,-23%
HCV inhibitor,19%,-3%,-2%,12%,7%,10%
Pf growth 48h,-25%,-3%,-4%,0%,?,29%
Pf growth 96h,?,-25%,0%,4%,54%[activator],33%[activator]
Sm TGR block,.,-4%,-8%,-4%,9%,5%

55. CC(/C=C1\SC(=S)N(NS(=O)(=O)c2ccccc2)C1=O)=C\c1ccccc1
56. COc1ccc(-c2[nH]ncc2CNC(C)c2cn(C)nc2C)c(F)c1 (configuration not stated)
57. Cc1cccc(NNC(=O)C(=O)NNc2cccc(C)c2)c1
58. COc1ccccc1N1CCN(C(=O)c2ccccc2NC(=O)C2CCCCC2C(=O)O)CC1 (configuration not stated)
59. Cc1ccc(/C=N/NC(=O)c2ccc(-c3ccccc3)cc2)o1
60. CN(C(=O)COC(=O)c1sc2ccccc2c1Cl)C1CCCCC1
assay / entry,55,56,57,58,59,60
LmPK inh,5%,-5%,7%,4%,0%,-5%
TbPYK inhibitor,0%,2%,1%,-3%,-2%,-2%
HCV inhibitor,31%[activator],2%,-1%,-1%,?,23%
Pf growth 48h,8%,15%,-17%,15%,?,16%
Pf growth 96h,23%,15%,-24%,7.4µM*,?,4%
Sm TGR block,0%,7%,-5%,-1%,2%,-2%

A few values from the entries so far.
compound 55 | LmPK inh: 5%
compound 60 | TbPYK inhibitor: -2%
compound 58 | Pf growth 48h: 15%

Along the list, as entered above:
Nos. 55–60 in Sm TGR block: 0%, 7%, -5%, -1%, 2%, -2%

Next part.
61. O=C(Nn1cnnc1)c1cc2c(s1)CCCC2
62. Brc1ccc2nc(N3CCCC3)sc2c1
63. O=C(CNC(=S)N(Cc1ccccc1)Cc1cccnc1)NC1CCCC1
64. O=C(Nc1ccc(N2CCN(Cc3ccccc3)CC2)cc1)c1ccco1
65. O=[N+]([O-])c1ccc(-c2nc(NCc3cccnc3)c3ccccc3n2)cc1
66. COCCNC(=S)Nc1cccc2cnccc12
67. CCOC(=O)C1=C(c2ccccc2)NC(SC)=C(C#N)C1c1ccco1 (configuration not stated)
68. Cc1c(NC(=O)Nc2cccc(F)c2)c(=O)n(-c2ccccc2)n1C
assay / entry,61,62,63,64,65,66,67,68
LmPK inh,-12%,-1%[11.5 µM],0%,-1%,-1%,1%,3%,-6%
TbPYK inhibitor,-18%,-8%,-3%,-2%,-13%,-3%,0%,-3%
HCV inhibitor,8%,11µM*,20%,2%,-15%,?,?,5%
Pf growth 48h,0%,463%[activator],1%,?,1%,20%,?,6%
Pf growth 96h,.,466%[activator],-5%,10%,15µM*,0%,-5%,?
Sm TGR block,-20%,5%,-11%,-6%,2%,?,35µM*,0%

Compound activity from PubChem.
